TbPYK inhibitor = blocks Trypanosoma brucei pyruvate kinase | 0.12% of 410,000 active | TbPYK enzyme, Kinase-Glo Plus ATP luminescence, 45 min | Potency, µM (top dose mostly 76.8 µM), for inactives: top-dose activity, negative = inhibition, actives largely listed as inhibitors; further: nearly all actives have a fitted effect of over 50% in size
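Readout: single end-point luminescence (Kinase-Glo Plus, 10 min). Reaction conditions were TbPYK/substrate plus 130 uM ADP, 45 min at RT, pH 7.2 TEA buffer. No-enzyme wells served as controls, and data were normalized before concentration-response fitting.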
LmPK inh = LmPK (Leishmania mexicana) enzyme inhibition; AID 1721; purified LmPK, Kinase-Glo ATP luminescence, 1 h; Potency, µM (top dose mostly 57.5 µM), for inactives: at the top dose activity change, negative = inhibition, actives largely listed as inhibitors; 0.37% of 290,000 active; Q27686
Target sequence (Q27686 whole entry, looked up): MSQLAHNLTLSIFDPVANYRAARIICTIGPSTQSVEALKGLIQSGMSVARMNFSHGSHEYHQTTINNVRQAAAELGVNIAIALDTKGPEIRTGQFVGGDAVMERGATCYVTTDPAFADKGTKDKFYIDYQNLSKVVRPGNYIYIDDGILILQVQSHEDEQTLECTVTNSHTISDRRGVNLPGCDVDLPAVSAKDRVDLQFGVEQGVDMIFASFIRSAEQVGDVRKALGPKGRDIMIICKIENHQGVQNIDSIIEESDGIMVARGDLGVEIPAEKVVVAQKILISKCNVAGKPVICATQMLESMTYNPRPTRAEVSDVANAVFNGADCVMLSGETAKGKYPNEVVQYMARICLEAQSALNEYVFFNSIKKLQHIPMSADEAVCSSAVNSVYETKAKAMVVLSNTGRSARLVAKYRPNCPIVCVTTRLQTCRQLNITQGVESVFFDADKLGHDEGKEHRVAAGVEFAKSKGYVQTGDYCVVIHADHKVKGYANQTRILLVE
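ATP generated from ADP (0.1 mM) and PEP (0.5 mM) by 0.1 nM LmPK over 1 h at room temperature (pH 7.2 imidazole buffer) was detected by coupled luciferase luminescence. Values were normalized to uninhibited and no-enzyme wells.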
Pf growth 96h = inhibits malaria parasite growth, 96 h; P. falciparum luciferase reporter growth, 96 h; Potency, µM (series often up to 28.7 µM), for the others: at the highest dose activity change, negative = inhibition, actives largely listed as inhibitors; 6.9% of 320,000 active; AID 504834
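96 h incubation, 37 C, 5% CO2, of luciferase-reporter P. falciparum-infected RBCs (2% hematocrit, 0.05% parasitemia final) with test compounds; endpoint luminescence.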
Pf growth 48h = inhibits P. falciparum growth in the first generation, 48 h; P. falciparum luciferase growth in erythrocytes, 48 h; 5.9% of 310,000 active; Potency, µM (top dose mostly 28.7 µM), inactives show top-dose activity change, negative = inhibition, hits mostly inhibitors
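Cell-based growth assay: transgenic P. falciparum expressing firefly luciferase, cultured in red cells within RPMI 1640 containing 0.5% w/v Albumax, 24 mM bicarbonate and gentamycin. A drop in luciferase activity indicates inhibition.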
HCV inhibitor = blocks hepatitis C virus; Potency, µM (titrated, usually from 41.8 µM), without a hit: at the highest dose activity change, negative = inhibition, most hits filed as inhibitors; 3.4% of 340,000 active; Huh7.5.1 HCVcc-Cre infection, luciferase reporter, 44 h
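A cell-based infection assay in which seeded cells (1,000 per well) receive test compound after 4 h, are inoculated with HCVcc-Cre at approximately 0.5 moi, and are incubated 44 h before luminescence detection.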
Sm TGR inh = inhibitors of Schistosoma mansoni thioredoxin glutathione reductase. Potency, µM (doses to about 114 µM), without a hit: at the top dose activity change, negative = inhibition, usual class: inhibitors. Q962Y6. 3% of 360,000 active. purified TGR, DTNB reduction, TNB absorbance 405 nm; further: nearly all actives have a fitted effect of over 60% in size
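Kinetic colorimetric format: TGR-catalysed, NADPH-driven DTNB reduction monitored via TNB absorbance. Enzyme dispensed at 20 nM; compound exposure 15 min at room temperature before reaction start.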
* marks the source's active call; other numbers are inactive results; ? = inconclusive; nt = no result given; & = joins results of further samples; [ ] = dose if it differs, or a comment. The call rests on the fitted dose curve; in most records, active means well fitted curve in the direction sought with a large enough effect; inconclusive means small, poorly fitted or top-dose-only effect, or another doubt; inactive means no such curve, though single readings can be large; an effect the other way counts as inactive or inconclusive. On the % scale 0 is the no-effect control and ±100 the full control effect; potency means the concentration at half of the fitted maximal effect. Random draw from the library; any-hit rate near 16%.

SMILES	TbPYK inhibitor	LmPK inh	Pf growth 96h	Pf growth 48h	HCV inhibitor	Sm TGR inh
CC(Oc1ccc2c3c(c(=O)oc2c1)CCCC3)C(=O)NCc1ccncc1 (centres undefined)	-9.7%	0.0%	?	8.4%	-12.7%	2.9%
CCOc1ccc(-n2c(C)cc(/C=N/Nc3nc(C)cc(=O)[nH]3)c2C)cc1	-3.2%	-0.7%	?	1.65µM*	-22.6%	-11.3%
O=C(CSc1nnc(-c2cccnc2)n1Cc1ccco1)c1ccc(Cl)c(Cl)c1	-19.4%	0.8%	?	?	-17.2%	22.4µM*
CCOC(=O)c1cn[nH]c1NC(=S)Nc1ccccc1	-18.0%	0.3%	183.1%[activator]	161.4%[activator]	-29.7%	?
CCN(CC)CCN1C(=O)Cn2c(C)c(C)c3cccc1c32	-9.1%&2.1%	-2.2%&1.7%	10.7%&-15.7%	-20.9%&57.1%	?	-1.8%&-1.2%
Cc1nn(-c2ccccc2)nc1CNC(=O)C1CC1	8.3%	-8.7%	-5.5%	24.1%	-1.9%	-5.5%
COc1ccc(-c2cc3ccccc3n2CC(O)CN2CCOCC2)cc1 (centres undefined)	1.1%	1.5%	-1.6%	?	2.4%	0.0%
CN1CCc2c(c3c(n2C)CCN(C)[C@@H]3c2cccnc2)[C@H]1c1cccnc1	6.3%	1.6%&4.1%	116.9%[activator]	49.4%&23.0%[activator]	5.6%	-17.4%&0.6%
Cc1cccc(C(=O)NNC(=O)c2ccccc2Br)c1	-8.3%	-3.3%	0.0%	25.7%	-2.8%	3.1%
CC1(C)CC(=O)c2cc(C(=O)O)c(=O)n(-c3ccccc3)c2C1	1.2%	3.6%	nt	8.5%	12.0%	-14.8%
COC(=O)CNC(=O)CN(c1ccc(OC)cc1OC)S(=O)(=O)c1ccccc1	-4.1%	nt	21.7%	-0.6%	?	-7.5%
Cc1cc(C)n(-c2ccc(F)cc2CN2CCN(C3CCCC3)C(CCO)C2)n1 (centres undefined)	-2.5%	-1.5%	1.65µM*	18.5%	18.1%	13.3%
CC(c1ccccc1)c1nnc(NC(=O)Nc2ccccc2)s1 (centres undefined)	-0.5%	1.0%	?	7.0%	9.1%	5.5%
Cc1nc2cc(N3CCCCC3)c(NC(=O)c3cccnc3)cc2c(=O)n1Cc1ccccc1	0.8%	-0.7%	nt	2.94µM*	?	0.0%
CCOC(=O)Cc1csc(NC(=O)c2ccco2)n1	-4.7%	-7.2%	nt	77.5%[activator]	-13.6%	2.4%
CC(C)C(=O)N(Cc1cc(=O)[nH]c2ccccc12)c1ccccc1	-4.8%	5.7%	?	?	-7.1%	?
CCCCC(=O)Nc1nnc(SCC(=O)N2CCN(c3ccccc3OC)CC2)s1	2.4%	1.8%	nt	16.3%	-1.4%	1.6%
O=C(c1ccccc1)N1N=C(c2ccccc2)CC1c1ccccc1O (centres undefined)	?	1.5%	-5.8%[5.75 µM]	?	-11.9%	-6.8%
CC(C)NS(=O)(=O)c1ccc(OCC(=O)NC2CCCCCC2)cc1	-3.6%	2.1%	?	11.5%	6.2%	-1.2%
COc1ccc(N(CC(=O)O)S(=O)(=O)c2ccccc2[N+](=O)[O-])c(OC)c1	0.6%	7.4%	15.1%	38.2%[activator]	19.9%	26.0%
CCn1c(SCC(=O)Nc2nnc(C)s2)nnc1C(C)NC(=O)c1ccccc1F (centres undefined)	-3.3%	5.9%	10.3%	-3.6%	10.8%	-3.8%
COC(=O)Cn1c(=O)c(=O)n(CC(=O)OC)c2ccccc21	2.3%	-2.2%	0.0%	4.4%	5.0%	6.0%
CCc1ccc(N2CC(C(=O)Nc3ccc(C)c(S(=O)(=O)N4CCOCC4)c3)CC2=O)cc1 (centres undefined)	-7.5%	-0.4%	nt	-23.2%	?	-12.5%
Clc1ccc(CNC2CCCC2)cc1	-0.8%	-3.5%	47.4%	nt	6.9%	7.1%
NS(=O)(=O)c1ccc(NC(=O)CSc2n[nH]c(=O)n2C2CC2)cc1	-14.5%	nt	21.9%	-3.3%	8.1%	-16.8%
COc1cc(/C=C2/C(=N)N3C=CSC3=NC2=O)ccc1OCCCOc1ccccc1C	-5.8%	4.6%	-1.3%	-17.3%	-26.6%	-1.6%
CC(C)NC(=O)C(=O)NCCCN1CCOCC1	-4.2%	2.7%	-28.2%	-21.5%	21.8%	3.3%
O=C(NCc1ccc(F)cc1)c1cc(S(=O)(=O)N2CCCCC2)ccc1N1CCOCC1	0.0%	nt	?	?	-7.4%	-6.6%
CCOC(=O)c1ccc(S(=O)(=O)N2CCN(C(=O)c3cc(=O)c4ccccc4o3)CC2)cc1	-2.6%	-1.1%	?	-9.3%	-10.4%	3.9%
CC(C)Cc1ccccc1S(N)(=O)=O	-7.3%	-4.9%	77.6%[activator]	9.5%	7.8%	-6.9%

In another format: entries from further up.
Every second line gives: TbPYK inhibitor, LmPK inh, Pf growth 96h, Pf growth 48h, HCV inhibitor, Sm TGR inh
- CCn1c(SCC(=O)Nc2nnc(C)s2)nnc1C(C)NC(=O)c1ccccc1F (centres undefined)
    -3.3%, 5.9%, 10.3%, -3.6%, 10.8%, -3.8%
- COC(=O)Cn1c(=O)c(=O)n(CC(=O)OC)c2ccccc21
    2.3%, -2.2%, 0.0%, 4.4%, 5.0%, 6.0%
- CCc1ccc(N2CC(C(=O)Nc3ccc(C)c(S(=O)(=O)N4CCOCC4)c3)CC2=O)cc1 (centres undefined)
    -7.5%, -0.4%, nt, -23.2%, ?, -12.5%
- Clc1ccc(CNC2CCCC2)cc1
    -0.8%, -3.5%, 47.4%, nt, 6.9%, 7.1%
- NS(=O)(=O)c1ccc(NC(=O)CSc2n[nH]c(=O)n2C2CC2)cc1
    -14.5%, nt, 21.9%, -3.3%, 8.1%, -16.8%
- COc1cc(/C=C2/C(=N)N3C=CSC3=NC2=O)ccc1OCCCOc1ccccc1C
    -5.8%, 4.6%, -1.3%, -17.3%, -26.6%, -1.6%

(listing goes on)
SMILES	TbPYK inhibitor	LmPK inh	Pf growth 96h	Pf growth 48h	HCV inhibitor	Sm TGR inh
Cn1c(NC(=O)c2ccco2)c(-c2ccccc2)c(=O)c2ccccc21	-7.6%	3.6%	-14.1%	-7.4%	21.9%	-27.9%
CCOC(=O)c1c(N)nn(C(=O)C(C)C)c1-c1ccccc1	5.9%	-2.2%	nt	nt	13.4%	3.6%
CCOC(=O)c1ccc(N2C(=O)CC(N3CC(C)OC(C)C3)C2=O)cc1 (centres undefined)	-4.4%	-1.6%	7.6%	3.6%	14.7%	?
CCn1c(SC(C)C(=O)NC2CCCC2)nc2cc(S(N)(=O)=O)ccc21 (centres undefined)	-3.0%	nt	8.0%	?	-0.8%	-9.2%
CC(OC(=O)CCc1nc2ccccc2c(=O)[nH]1)C(=O)Nc1ncc(Cl)cc1Cl (centres undefined)	-6.8%	1.2%	6.7%	24.8%	9.5%	2.1%
Cc1ccc(S(=O)(=O)N2CCN(C(=O)CSc3nc4ccccc4o3)C2)cc1	3.0%	4.3%	?	-6.1%	?	1.6%
O=C(/C=C/c1ccccc1)Nc1cccc(S(=O)(=O)Nc2ccccc2F)c1	?	-0.5%	-0.5%	7.3%	-3.6%	-3.1%
COc1ccc(C(NC(=O)c2c(F)c(F)c(F)c(F)c2F)c2ccccc2)cc1 (centres undefined)	-0.5%	-2.2%	?	?	?	-14.4%
CCOc1ccc(NC(=O)C2CCCN(C(=O)Nc3ccccc3)C2)cc1 (centres undefined)	-0.8%	2.8%	?	-21.5%	1.1%	-9.5%
COc1ccc(C(=O)NCC(=O)N=Nc2c(O)n(C)c3ccccc23)cc1OC	16.6%	1.8%	-5.7%	-10.1%	-20.0%	8.0%
CC(C(=O)N1CCOCC1)N1c2cccc3cccc(c23)S1(=O)=O (centres undefined)	-5.5%	-3.4%	nt	-8.2%	24.7%	-4.0%
Cc1ccc(S(=O)(=O)NC(=O)Nc2cc(C)on2)cc1	4.8%	-1.5%	0.0%	9.8%	7.6%	14.7%
Cc1ccnc(SCCn2c(N3CCCCC3)nc3c2c(=O)[nH]c(=O)n3C)n1	nt	2.1%	?	nt	nt	1.3%
CN1CCN(CC(=O)Nc2nnc(-c3cccs3)s2)CC1	-0.8%	-6.6%	-18.0%	16.6%	4.4%	-5.3%
Cc1c(C(=O)Nc2ccccc2[N+](=O)[O-])csc1-c1ccccc1	-7.7%	-24.9%	-13.3%	12.0%	?	0.5%
O=C(Nc1ccccc1C(=O)N1CCN(c2ccccc2)CC1)c1ccco1	-12.3%	-10.8%	nt	-14.8%	-8.7%	-6.9%
Cc1cc(N2C(=O)C(O)=C(C(=O)c3ccc(C)o3)C2c2cccs2)no1 (centres undefined)	-15.1%	0.3%	?	-5.1%	?	?
CC1Cc2ccccc2N1S(=O)(=O)c1ccc(Cl)nc1 (centres undefined)	3.7%	2.5%	4.5%	-2.5%	-4.4%	-8.3%
O=C(NCCOc1cccnc1)c1ccc(OC2CCN(Cc3ccccn3)CC2)cc1	nt	-5.3%	?	-22.5%	nt	-33.8%
CC(=O)N1c2ccc(C)cc2C(c2ccccc2)CC1C (centres undefined)	-5.0%	-4.2%	?	7.38µM*	2.4%	-3.2%
CCOc1ccc(C(=O)Nc2cc(C)on2)cc1	-1.5%	-21.5%	1.9%	22.5%	-2.7%	-3.0%
O=C(c1cc2nc(-c3ccccc3)cc(C(F)(F)F)n2n1)N1CCOCC1	1.9%	-3.0%	nt	19.4%	?	-8.4%
CC(=O)Nc1nc(C)nc(C)c1C(C)=O	3.1%	-7.8%	?	15.5%	-22.5%	3.0%
CC1(C)CC(NC(=S)Nc2ccc([N+](=O)[O-])cc2)CC(C)(C)N1	-3.0%	0.7%	-15.7%	?	?	50.1µM*
O=C(NCc1cccnc1)c1ccc2c(c1)C(=O)N(Cc1ccccc1)C2=O	-0.5%	-7.9%	4.15µM*	16.3%	1.4%	7.3%
CC(C)C1CC(O)(C2(O)CCCCC2)ON1 (centres undefined)	?	-6.4%	?	5.9%	16.9%	-7.6%
CN(C)S(=O)(=O)c1ccc(NC(=O)c2c(F)cccc2Cl)cc1	-2.0%	1.3%	19.2%	1.7%	-28.3%	-27.4%
Cc1cccc(C(=O)NCC(=O)OCC(=O)N2CCCCC2)c1	0.2%	-4.7%	19.2%	2.5%	36.2%[activator]	-1.4%
CCc1ccc(/C=N/NC(=O)c2ccc(OC3CCCC3)cc2)s1	-23.4%	2.9%	?	nt	-27.2%	-26.4%
NS(=O)(=O)c1ccc(NC2=CC(c3ccc(F)cc3)N(c3ccc(S(N)(=O)=O)cc3)C2=O)cc1 (centres undefined)	-0.1%	0.1%	0.0%	17.6%	12.0%	-10.9%
CN(CC(=O)N1CCN(c2ccc(F)cc2)CC1)S(=O)(=O)c1ccc2c(c1)c(=O)n(C)c(=O)n2C	4.3%	2.8%	-72.7%	-11.4%	-16.2%	2.0%
CCOC(=O)C1CCCN(C(=O)c2ccc(Cn3c(=S)[nH]c4cc(C(=O)OC)ccc4c3=O)cc2)C1 (centres undefined)	-14.5%	1.0%	11.7µM*	?	?	-4.3%

Source: PubChem (National Center for Advancing Translational Sciences (NCATS))
